HT1080NT lethal – kills 2HG-producing HT-1080-NT fibrosarcoma cells; 360,000 compounds, 1.6% hits; AID 686970; Potency, µM (series often up to 46.1 µM), without a hit: top-dose activity, negative = less viability, most hits filed as cytotoxic; HT-1080-NT fibrosarcoma viability, CellTiter-Glo ATP luminescence, 48 h;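 also: NT is the 2HG producing partner of a matched IDH1 knockdown line; potency is read from the fitted curve at half-maximal effect; 0% = DMSO-treated cells and -100% = media-only wells without cells; nearly all actives have a fitted effect of over 55% in size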
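Compounds were tested in concentration-response format on HT-1080-NT cells for 48 hours at 37 degrees C. Cell viability came from CellTiter-Glo luminescence; curves were classified by r2, response magnitude and activity.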
HT1080 IDH1KD tx – HT-1080 IDH1 knockdown cell toxicity (counter line); HT-1080 IDH1 knockdown viability, ATP luminescence, 48 h; Potency, µM (titrated, usually from 46.1 µM), inactives show top-dose activity, negative = toxicity, actives largely listed as cytotoxic; 360,000 compounds, 2% hits;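 also: potency is read from the fitted curve at half-maximal effect; 0% = DMSO wells and -100% = cell-free medium wells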
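Viability of IDH1-knockdown HT-1080 fibrosarcoma cells was assessed by CellTiter-Glo after 48 h at 37 °C with titrated compound; concentration-effect curves were classified by fit quality and response size.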
KB-3-1 cytotox – KB-3-1 parental cell cytotoxicity; KB-3-1 viability, CellTiter-Glo ATP luminescence, 72 h; Potency, µM (series often up to 46.1 µM), inactives show at the highest dose activity change, negative = cytotoxic, usual class: cytotoxic; 400,000 compounds, 1.4% hits; also: potency is read from the fitted curve at half-maximal effect; % is scaled to controls: 0 for no effect and ±100 for the full control effect; nearly all actives have a fitted effect of over 60% in size
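KB-3-1 cells, DMEM (no phenol red) + 10% FBS; compound by pin transfer, 72 h, 37 °C. Readout: CellTiter-Glo luminescence after 10 min. Data normalized, curve-fitted.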
ATXN2 expr inh – inhibitors of ATXN2 expression; HEK-293 ATXN2-luciferase reporter, luminescence, 24 h; Potency, µM (top dose mostly 57 µM), for the others: at the top dose activity change, negative = inhibition, usual class: inhibitors; 360,000 compounds, 0.72% hits; also: potency is read from the fitted curve at half-maximal effect; % is scaled to controls: 0 for no effect and ±100 for the full control effect; nearly all actives have a fitted effect of over 55% in size
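ATXN2-luciferase reporter cells (luciferase flanked by upstream and downstream ATXN2 gene portions) were treated 24 h at 37 °C with compounds at up to 57 uM. SteadyGlo luminescence gave expression; GF-AFC fluorescence gave viability.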
S2 tox – reduces viability in counter-screen for ATXN expression inhibitors; AID 651635; 400,000 compounds, 0.49% hits; S2 cells (HEK-293 line with an ATXN2-luciferase reporter) viability, CellTiter-Fluor protease fluorescence, 24 h; Potency, µM (highest dose often 56.7 µM), most hits filed as cytotoxic; also: potency is read from the fitted curve at half-maximal effect; nearly all actives have a fitted effect of over 40% in size
IL1B secr inh – blocks inflammasome-driven IL-1 beta release; THP-1 LPS/ATP IL-1B secretion, AlphaLISA, 16 h; stronger effect = lower value; activity change, % at 57.5 µM; 360,000 compounds, 4.7% hits; in the data active = activity change below about -50%; inconclusive = mostly about -30% to -49%; also: % is scaled to controls: 0 for no effect and ±100 for the full control effect
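THP-1 cells pretreated 1 hr with compounds (up to 57.5 uM final), then stimulated with LPS (250 ng/mL final) plus ATP (1.25 mM final); secreted IL-1B measured by AlphaLISA after 16 hr, decreased signal indicating inhibition.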
SW480 rereplic – induces DNA re-replication in SW480 colon adenocarcinoma cells | SW480 DNA re-replication, Hoechst DNA content imaging, 48 h | Potency, µM (highest dose often 46.1 µM), for the others: at the top dose re-replication activation, hits mostly activators | 340,000 compounds, 1.8% hits | AID 624297; also: potency is read from the fitted curve at half-maximal effect; % of control where 0% means no effect; nearly all actives have a fitted effect of over 55% in size
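Quantitative HTS format with DMSO vehicle controls; 48 hr drug incubation at 37 C, then 40 min Hoechst staining and scanning imager measurement at 405 nm excitation.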
MCF10A rereplic – induces DNA re-replication in MCF 10a normal breast cells | AID 624296 | Potency, µM (highest dose often 46.1 µM), inactives show at the top dose activity, positive = re-replication, actives largely listed as activators | 350,000 compounds, 2.9% hits | MCF 10A DNA re-replication, Hoechst nuclear intensity, 48 h; also: potency is read from the fitted curve at half-maximal effect; % of control where 0% means no effect; nearly all actives have a fitted effect of over 50% in size
KB-V1 MDR tox – kills drug-selected multidrug resistant KB-V1 cells | KB-V1 MDR cells viability, CellTiter-Glo, 72 h | Potency, µM (highest dose often 46.1 µM), without a hit: at the top dose activity change, negative = cytotoxicity, hits mostly cytotoxic | 400,000 compounds, 3.4% hits; also: potency is read from the fitted curve at half-maximal effect; % is scaled to controls: 0 for no effect and ±100 for the full control effect; nearly all actives have a fitted effect of over 60% in size
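KB-V1, DMEM (no phenol red) + 10% FBS; cpd pin-transferred, titration series; 72 h, 37 degrees C; CellTiter-Glo, luminescence. Data normalized, curve-fit.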
* marks the source's active call; other numbers are inactive results; i = inactive; ? = inconclusive; · = no result given; [ ] = remark or other dose. Unless noted, calls follow the shape of the dose curve; as a rule, active = well fitted curve in the direction sought with a large enough effect; inconclusive = small, poorly fitted or top-dose-only effect, or another doubt; inactive = no such curve, though single readings can be large; an effect the other way counts as inactive or inconclusive.

[1] CCN(CC)C(=O)COc1ccc2c3c(c(=O)oc2c1C)CCCC3
[2] O=C(COC(=O)Cc1ccccc1F)Nc1cccc(F)c1
[3] COc1ccc(C)cc1NC(=O)c1nnn(-c2c(C)cccc2C)c1C
[4] COc1ccc([N+](=O)[O-])cc1NC(=O)CSc1ncccn1
[5] COCCCNC(=O)C[C@H]1C[C@H](C(=O)N(C(C)C)C(C)C)[C@@]2(C)c3[nH]c4cc(CCC(=O)N(C)C)ccc4c3CCN2C1=O
[6] COc1ccc(C(=O)N2CCc3cc(OC)c(OC)cc3C2c2ccc(OC)c(OC)c2)cc1 (centres undefined)
[7] Cc1ccc(OCCn2c(CCNC(=O)C(C)C)nc3ccccc32)cc1
[8] O=C(NCCc1nc2ccccc2[nH]1)/C(=C/c1ccco1)NC(=O)c1ccccc1Br
screen / no.	1	2	3	4	5	6	7	8
HT1080NT lethal	-13%	1%	·	-2%	16%	-24%	-2%	3%
HT1080 IDH1KD tx	-13%	7%	·	25%	14%	?	-5%	9%
KB-3-1 cytotox	-5%	0%	-16%	3%	10%	?	-24%	0%
ATXN2 expr inh	-8%	-1%	-11%	-36%	10%	11%	-10%	7%
S2 tox	i	i	i	?	i	i	i	i
IL1B secr inh	?	2	·	26	31	-51*	-14	38
SW480 rereplic	-3%	-7%	·	1%	4%	?	-1%	15%
MCF10A rereplic	-5%	-2%	·	-1%	?	?	-4%	0%
KB-V1 MDR tox	0%	-1%	-17%	-12%	?	-23%	?	4%

[9] C/C(=N\NC(=O)CSc1nc2nc(C)cc(C)n2n1)c1ccccc1
[10] COc1cc(C)c(CNc2cccc(C)c2)cc1C
[11] COc1ccc(-c2sc3ccc(N4CCOCC4)cc3c2C#CCCO)cc1
[12] Cc1c(Cl)cccc1NC(CC(=O)c1ccccc1)C(=O)O (centres undefined)
[13] Cc1ccccc1OCC(=O)Nc1cccc(Cl)c1C
[14] Cn1c(=O)n(C)c2cc(NS(=O)(=O)c3ccc(F)cc3)c(NCc3ccccc3)cc21
[15] O=C(CSC1=NC2(CCCCCC2)N=C1c1ccccc1)Nc1ccc2c(c1)OCCO2
[16] COc1ccc(-c2csc(Nc3ccccc3)[n+]2Cc2ccccc2)cc1
screen / no.	9	10	11	12	13	14	15	16
HT1080NT lethal	0%	26%	23µM*	4%	0%	·	?	-14%
HT1080 IDH1KD tx	15%	0%	23µM*	2%	6%	·	?	-9%
KB-3-1 cytotox	3%	0%	?	3%	6%	8%	3%	?
ATXN2 expr inh	-16%	-8%	?	11%	6%	26%	-32%	·
S2 tox	i	i	?	i	·	i	?	i
IL1B secr inh	12	-14	44	-3	45	·	-75*	-27
SW480 rereplic	-2%	1%	12%	?	1%	·	14%	-14%
MCF10A rereplic	8%	-7%	?	?	5%	·	1%	5%
KB-V1 MDR tox	-5%	2%	?	6%	-21%	?	10%	?

[17] CCOc1cc(C)c(Cl)cc1S(=O)(=O)NC1CC(C)(C)NC(C)(C)C1
[18] CCOC(=O)N1C/C(=C\c2ccccc2)C(=O)/C(=C/c2ccccc2)C1
[19] COC(=O)c1cc2nc(-c3ccc(C)cc3)cc(C(F)(F)F)n2n1
[20] CC1(OC(=O)C2CCCC2)C(=O)C=C2C=C(c3ccsc3)N(CCc3c[nH]c4ccccc34)C=C2C1=O (centres undefined)
[21] COc1ccc(NC(=O)C(c2ccc(C(F)(F)F)cc2)n2c(=O)c(-c3ccco3)nc3ccccc32)cc1 (centres undefined)
[22] c1ccc2c(N3CCCCC3)ncnc2c1
[23] COCCNc1nc2c(c(=O)n(C)c(=O)n2C)n1CCCc1ccccc1
[24] CCOc1ccccc1NC(=O)C(NS(=O)(=O)c1ccc2c(c1)CCC(=O)N2)c1ccccc1 (centres undefined)
screen / no.	17	18	19	20	21	22	23	24
HT1080NT lethal	-10%	?	3%	1%	1%	-20%	1%	·
HT1080 IDH1KD tx	-10%	?	17%	-2%	-2%	-17%	-1%	·
KB-3-1 cytotox	-3%	?	1%	-6%	1%	0%	-5%	6%
ATXN2 expr inh	-11%	·	-1%[11.3 µM]	-9%	·	-10%	·	3%
S2 tox	?	?	·	i	·	i	?	i
IL1B secr inh	-22	?	13	-7	-19	27	24	·
SW480 rereplic	?	?	15%	8%	·	-6%	·	·
MCF10A rereplic	5%	?	?	-18%	·	2%	·	·
KB-V1 MDR tox	5%	-4%	-15%	-9%	1%	-10%	16µM*	11%

[25] O=C(COC(=O)c1cn(-c2ccccc2)nc1-c1ccc(F)cc1)Nc1ncc(Cl)cc1Cl
[26] Cc1ccccc1CC1CCN(CCCNC(=O)Nc2ccccc2)CC1
[27] CCc1cccc(C)c1NS(=O)(=O)c1c(C(=O)N2CCCCCC2)c(C)n(C)c1C
[28] CCOC(=O)CN(C(=O)CSc1nnc(COc2ccc(OC)cc2)n1C)c1ccccc1
[29] O=C1c2ccccc2C(=O)N1CCCn1c(=O)oc2ccccc21
[30] CCOc1ccc(NC(=O)CN2CCc3ccccc3C2)cc1
[31] CCOc1ccccc1C(=O)Nc1cccc(-c2ccc3nncn3n2)c1
[32] CC1CCN(S(=O)(=O)c2ccc3c(c2)N(CC(=O)NCc2ccccc2)C(=O)CO3)CC1
screen / no.	25	26	27	28	29	30	31	32
HT1080NT lethal	-15%	-28%	·	-1%	1%	2%	-9%	·
HT1080 IDH1KD tx	-11%	-21%	·	11%	5%[9.24 µM]	3%	1%	·
KB-3-1 cytotox	16%	-2%	2%	22%	9%	?	-3%	-11%
ATXN2 expr inh	·	·	-1%	42%[activator]	18%	1%	-8%	1%
S2 tox	i	i	?	i	i	i	i	?
IL1B secr inh	87	?	·	-24	29	24	-8	·
SW480 rereplic	12%	4%	·	-3%	-3%	?	-9%	·
MCF10A rereplic	?	-1%	·	1%	14%	?	-30%[inhibitor]	·
KB-V1 MDR tox	5%	-19%	3%	-5%	10%	2%	?	?

Printed as active in IL1B secr inh, of those listed so far:
no. | Compound | IL1B secr inh | SW480 rereplic
6 | COc1ccc(C(=O)N2CCc3cc(OC)c(OC)cc3C2c2ccc(OC)c(OC)c2)cc1 (centres undefined) | -51* | ?
15 | O=C(CSC1=NC2(CCCCCC2)N=C1c1ccccc1)Nc1ccc2c(c1)OCCO2 | -75* | 14%

Following part
[33] COc1ccc(NC(=O)c2ccccc2OCc2c(C)noc2C)cc1OC
[34] O=C(OCc1cn([C@H]2CN(C(=O)c3cccs3)[C@@H](c3ccc(Cl)cc3)C[C@@H]2O)nn1)c1ccccc1
[35] CCCS(=O)(=O)N1CCC(C(=O)NC2CCCCC2C)CC1 (centres undefined)
[36] CCCOc1ccccc1/C=C1/C(=O)ON=C1C
[37] Cc1ccc(C)c(N2CCN(C(=O)c3cc4ccccc4oc3=O)CC2)c1
[38] O=C(CSc1nnc(-c2cccs2)o1)N1CCc2ccccc21
[39] Cc1cs/c(=N\N=C2CCCCC2)n1Cc1ccco1
[40] Cc1ccc(NC(=O)c2ccccc2[N+](=O)[O-])nc1
screen / no.	33	34	35	36	37	38	39	40
HT1080NT lethal	4%	-1%	22%	6%	9%	-5%	4%	-21%
HT1080 IDH1KD tx	7%	?	14%	3%	8%	-3%	8%	-26%
KB-3-1 cytotox	8%	-16%	-4%	-7%	15%	0%	-5%	?
ATXN2 expr inh	4%	?	1%	5%	-14%	9%	-6%	12%
S2 tox	i	?	i	i	i	i	i	i
IL1B secr inh	-1	45	-5	-52*	-9	?	11	4
SW480 rereplic	0%	·	-4%	-3%	-2%	-3%	0%	?
MCF10A rereplic	-1%	·	-5%	2%	2%	8%	-1%	?
KB-V1 MDR tox	?	-8%	15%	?	0%	0%	-7%	-81%

[41] C#CCOCCOCCOCCNc1nc(N2CCN(C(=O)CCCCCCCCCCNC(=O)[C@@H](CCSC)n3cc(CCO)nn3)CC2)nc(N2CCN(C(=O)CCCCCCCCCCNC(=O)[C@H](CCC(=O)O)n3cc(CCCCCN)nn3)CC2)n1
[42] Cc1ccc(Cl)cc1-n1c(CCC(=O)O)ccc1-c1cccs1
[43] Cc1ccc2c(=O)cc(C(=O)Nc3ccc(S(=O)(=O)N4CCCCC4)cc3)oc2c1C
[44] O=C(Nc1cccc(-c2cccc(Cl)c2)c1)C1CCN(C2CCC2)CC1
[45] Cc1noc(C)c1COc1ccc(C(=O)OCC(=O)N2c3ccccc3NC(=O)C2(C)C)cc1
[46] COc1ccc(OCCNC(=O)CCCO)cc1
[47] CCOC(=O)Cn1ncc(-c2ccccc2)c1N
[48] COCCNC(=O)CSc1ccccc1C(=O)NC1CCCc2ccccc21 (centres undefined)
[49] Cn1c(SCC(=O)CC(=O)Nc2ccccc2)nnc1-c1ccc(O)cc1
[50] Cc1cc2nnc(SCC(=O)NCc3ccco3)n2c2ccccc12
[51] Cc1[nH]n(-c2ccccc2)c(=O)c1C=Nc1ccc(S(=O)(=O)Nc2nccs2)cc1
screen / no.	41	42	43	44	45	46	47	48	49	50	51
HT1080NT lethal	1%	·	·	26µM*	-1%	5%	-3%	7%	6%	?	-1%
HT1080 IDH1KD tx	1%	·	·	?	-4%	12%	7%	0%	1%	?	-8%
KB-3-1 cytotox	3%	15%	-8%	?	4%	0%	11%	6%	2%	5.8µM*	-3%
ATXN2 expr inh	0%	-6%	-10%	28µM*	0%	·	48%[activator]	-15%	3%	-7%	5%
S2 tox	i	?	i	?	i	i	i	i	i	i	i
IL1B secr inh	-53*	·	·	?	-8	0	-3	8	4	-24	1
SW480 rereplic	-5%	·	·	?	0%	-3%	1%	-17%	1%	18µM*	-2%
MCF10A rereplic	6%	·	·	?	?	-1%	5%	-3%	1%	?	0%
KB-V1 MDR tox	0%	?	-18%	-5%	?	-3%	-12%	-17%	0%	-1%	12%
